From PubChem BioAssay
AGP1-GFP MLPCN – modulators of AGP1-GFP expression in yeast TOR pathway, primary screen, cell-based, multiplex flow cytometry, S. cerevisiae, MLPCN library; 320,000 tested, 0.02% active; 3 h; GFP as percent of DMSO wells; GFP response vs DMSO, % at 10 µM;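 active = GFP response relative to DMSO above a set limit, near screen average plus 3 SD, cut at about 150% in these data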;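 also: median GFP channel fluorescence of the gated AGP1 strain per well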
RPL19A-GFP yeast – RPL19A-GFP expression modulators in yeast, primary screen, cell-based, S. cerevisiae, multiplex flow cytometry, MLPCN. S. cerevisiae RPL19A-GFP strain, 3 h; hits give low values. percent response vs DMSO, % at 10 µM. 330,000 tested, 0.3% active;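 active = percent response vs DMSO below 50%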;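 also: median channel GFP fluorescence of the barcoded RPL19A-GFP strain; ratio of sample median GFP to plate DMSO average so 100% = DMSO; lower means less RPL19A-GFP as with rapamycin TOR inhibition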
CR mimetic SO – reduction of superoxide in aged yeast, primary screen, HTS | superoxide response (% of plate mean), % at 10 µM | 330,000 tested, 0.18% active | S. cerevisiae aged cells, superoxide DHE fluorescence; hits give low values;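 active = superoxide response under a set limit, about three screen SD below normal, cut at about 65% in these data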;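 also: yeast aged for seven days with compound at 30 °C before DHE staining; 100% = average MFI of all compound-treated wells on the plate with controls excluded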
LAP4-GFP MLPCN – modulators of LAP4-GFP expression in yeast, primary screen, S. cerevisiae, multiplex flow cytometry, MLPCN library | GFP response vs DMSO, % at 10 µM | 3 h; median GFP as percent of DMSO wells | 320,000 tested, 0.34% active | AID 2023, 2009;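 active = GFP response vs DMSO above a set limit, about the screen mean plus 3 SD, cut at about 150% in these data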
CIT2 TOR yeast – modulators of CIT2-GFP expression in yeast, primary screen, S. cerevisiae, GFP fusion, multiplex flow cytometry, MLPCN library; GFP response vs DMSO, % at 10 µM; S. cerevisiae CIT2-GFP strain, 3 h; 100 means same as DMSO wells; AID 2029, 2009; 320,000 tested, 0.065% active;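 active = GFP response relative to DMSO above a set limit, near the screen mean plus 3 SD, cut at about 150% in these data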;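 also: ratio of well median GFP fluorescence to mean of DMSO wells on the plate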
MEP2 TOR yeast – modulators of MEP2-GFP levels in yeast, primary screen, S. cerevisiae, multiplex flow cytometry, MLPCN library | 330,000 tested, 0.51% active | S. cerevisiae MEP2-GFP strain, 3 h; 100% = DMSO control level | GFP response vs DMSO, % at 10 µM;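 active = GFP response versus DMSO above a set limit, roughly screen mean plus 3 SD, cut at about 180% in these data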;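 also: median GFP fluorescence of the barcode-gated MEP2-GFP cells per well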
AHR act – AHR activators, primary screen, cell-based, luminescence, luciferase reporter, human | activation, % at 5 µM | 320,000 tested, 2.5% active | Aryl hydrocarbon receptor (Homo sapiens), P35869 | AHR-responsive luciferase reporter cells | AID 2796, 2010; in the data active = activation above about 47%;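 also: 0% = vehicle wells and 100% = reference agonist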
Target sequence (P35869 whole entry, looked up): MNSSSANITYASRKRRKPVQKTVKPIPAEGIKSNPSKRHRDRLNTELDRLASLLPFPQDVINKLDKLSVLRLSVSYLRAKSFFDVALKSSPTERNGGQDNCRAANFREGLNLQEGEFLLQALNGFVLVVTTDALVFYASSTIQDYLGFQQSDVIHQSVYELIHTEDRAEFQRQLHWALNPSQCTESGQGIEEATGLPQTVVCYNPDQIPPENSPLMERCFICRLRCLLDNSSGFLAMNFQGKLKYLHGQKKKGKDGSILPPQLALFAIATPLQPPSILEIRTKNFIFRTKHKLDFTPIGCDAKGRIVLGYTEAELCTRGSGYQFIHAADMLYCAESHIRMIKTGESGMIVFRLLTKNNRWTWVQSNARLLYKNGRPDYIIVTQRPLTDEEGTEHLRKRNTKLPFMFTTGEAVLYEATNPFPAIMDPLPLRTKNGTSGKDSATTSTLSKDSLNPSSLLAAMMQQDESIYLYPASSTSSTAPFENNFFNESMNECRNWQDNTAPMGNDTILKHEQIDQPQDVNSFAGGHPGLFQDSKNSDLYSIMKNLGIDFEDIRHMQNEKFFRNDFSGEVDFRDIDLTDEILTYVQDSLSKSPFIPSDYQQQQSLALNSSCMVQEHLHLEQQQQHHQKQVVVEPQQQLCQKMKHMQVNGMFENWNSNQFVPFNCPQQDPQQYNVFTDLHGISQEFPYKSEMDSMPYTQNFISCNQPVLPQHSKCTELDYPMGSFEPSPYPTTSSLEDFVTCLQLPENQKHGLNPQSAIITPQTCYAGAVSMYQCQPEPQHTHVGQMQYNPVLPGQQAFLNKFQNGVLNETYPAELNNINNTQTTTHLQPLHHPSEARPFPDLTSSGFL
Efflux pump mplx – inhibitors of Candida efflux pumps in yeast, primary screen, S. cerevisiae, Nile Red, multiplex; S. cerevisiae Candida pump triplex; inhibition, % at 10 µM; 330,000 tested, 0.44% active; AID 485275, 2010;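 active = plate passing quality check with inhibition over a set limit, or well fluorescence over plate mean plus 4 SD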;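 also: Nile Red retained in pooled yeast measured as flow cytometry median fluorescence; 0% = buffer negative control and 100% = Enniatin B positive control; higher means more Nile Red kept so more efflux inhibition; some compounds called inactive have numbers as strong as hits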
Numbers without * were called inactive; x = no result given.

[1] Cc1c(C(=O)NC2CCOC2)oc2c(F)cccc12 (stereo not drawn)
[2] COc1cccc(-c2noc(C3CCCN(C(=O)Cc4ccccc4)C3)n2)c1 (stereo not drawn)
[3] CCc1ccc(C(=O)N2CCN(S(=O)(=O)c3sc(C(=O)O)c(C)c3C(=O)O)CC2)cc1
[4] CCOc1ccc(C(=O)NC(C)(C)CC)cc1
[5] COc1ccc(S(=O)(=O)NNC(=O)Nc2ccccc2OC)c(OC)c1
[6] NC(=O)c1sc2nc3c(c(-c4cccs4)c2c1N)CCCCC3
entry no.	1	2	3	4	5	6
AGP1-GFP MLPCN	101.1	96.3	86.9	95.0	89.5	99.6
RPL19A-GFP yeast	102.8	98.5	96.6	97.8	124.9	102.3
CR mimetic SO	106.1	124.9	102.6	100.6	114.7	100.2
LAP4-GFP MLPCN	103.0	93.7	100.1	106.4	79.8	98.4
CIT2 TOR yeast	108.0	109.9	97.9	98.5	87.7	105.8
MEP2 TOR yeast	99.6	104.4	99.3	99.1	106.2	104.7
AHR act	79.1*	7.1	-0.2	-0.7	x	-4.7
Efflux pump mplx	-0.1	0.9	0.2	0.1	0.1	0.0

[7] Cc1ccc(C)c(OCC(=O)Nc2cccc(S(=O)(=O)NC3=NCCCCC3)c2)c1
[8] Cc1ncc([N+](=O)[O-])n1CCOC(=O)NC(NCc1ccccc1)C(Cl)(Cl)Cl (stereo not drawn)
[9] CC(C)c1ccc(/C=N/NC(=O)C(=O)NCCCN2CCOCC2)cc1
[10] O=C(NCc1ccncc1)c1cccc(F)c1
[11] COc1ccc(C(=O)NC(CO)c2nnc(SCc3ccc(Cl)c(Cl)c3)n2C)cc1 (stereo not drawn)
[12] COc1ccc(C(=O)N2CCN(Cc3ccccc3C(F)(F)F)CC2)cc1
entry no.	7	8	9	10	11	12
AGP1-GFP MLPCN	98.9	99.9	94.2	105.2	101.5	108.2
RPL19A-GFP yeast	95.9	96.4	101.1	101.0	94.8	105.4
CR mimetic SO	112.5	108.6	94.1	79.8	97.2	102.4
LAP4-GFP MLPCN	96.2	99.3	90.9	103.0	95.3	98.5
CIT2 TOR yeast	108.6	96.0	94.7	112.2	98.8	103.8
MEP2 TOR yeast	94.7	98.3	89.4	104.8	98.9	109.8
AHR act	8.3	-0.8	0.7	1.9	-0.1	-2.5
Efflux pump mplx	-4.2	-0.1	0.1	-0.2	0.0	0.0

[13] CN(C(=O)c1nn(C)c2c1CS(=O)(=O)c1ccccc1-2)c1cccc(Cl)c1
[14] CS(=O)(=O)N1CCN(c2ccccc2NC(=O)c2ccc(Br)o2)CC1
[15] CC(NC(=O)c1ccc(NC(=O)CC2SC(N3CCCC3)=NC2=O)cc1)c1ccc(S(N)(=O)=O)cc1 (stereo not drawn)
[16] Cc1cc(C)cc(C(=O)NC(CC(N)=O)c2ccc(NCCN3CCCC3)c([N+](=O)[O-])c2)c1 (stereo not drawn)
[17] O=C1N(c2ccccc2C(F)(F)F)O[C@]1(c1ccccc1)C1CCCCC1
[18] O=C(O/N=C(/c1ccccc1)c1ccncc1)c1ccccc1[N+](=O)[O-]
entry no.	13	14	15	16	17	18
AGP1-GFP MLPCN	102.2	92.8	89.6	98.6	71.0	93.5
RPL19A-GFP yeast	99.2	97.0	94.2	103.3	95.2	84.4
CR mimetic SO	103.7	92.3	96.5	99.4	77.2	83.5
LAP4-GFP MLPCN	98.0	96.4	93.3	102.1	84.6	134.8
CIT2 TOR yeast	94.3	94.8	87.9	98.2	99.1	87.2
MEP2 TOR yeast	103.9	100.0	94.8	104.1	89.3	93.5
AHR act	-1.6	3.9	3.1	3.4	-2.2	0.2
Efflux pump mplx	0.0	0.1	0.1	-0.1	-0.1	0.0

Along the list, as entered above.
Entries 9–14 in MEP2 TOR yeast: 89.4, 104.8, 98.9, 109.8, 103.9, 100.0
Entries 9–14 in Efflux pump mplx: 0.1, -0.2, 0.0, 0.0, 0.0, 0.1
Entries 9–14 in CR mimetic SO: 94.1, 79.8, 97.2, 102.4, 103.7, 92.3

Going on with the list:
[19] COc1ccccc1OCCCCn1c(C(C)O)nc2ccccc21 (stereo not drawn)
[20] O=C(CCCc1cccs1)Nc1nc(-c2ccc(F)cc2)cs1
[21] CC(C)NC(=O)NC(=O)CSc1ncccn1
[22] COCCCn1c2nc3ccccc3nc2c2c(=O)n(-c3ccccc3OC)c(C)nc21
[23] Cc1ccc(N2C(=O)CC3(CC4C=CC3C4)C2=O)cc1 (stereo not drawn)
[24] Cc1ccc2c(c1)c1ncnc(N3CCOCC3)c1n2C
entry no.	19	20	21	22	23	24
AGP1-GFP MLPCN	97.0	97.3	79.3	105.1	91.3	94.7
RPL19A-GFP yeast	100.0	101.8	106.6	101.9	92.5	97.9
CR mimetic SO	100.4	109.3	107.7	119.6	95.3	108.4
LAP4-GFP MLPCN	95.0	94.6	111.5	96.3	87.7	110.0
CIT2 TOR yeast	100.5	101.5	107.5	89.7	97.2	106.4
MEP2 TOR yeast	102.8	105.6	70.3	100.6	93.1	110.0
AHR act	1.4	-0.5	3.6	-2.4	-7.5	31.7
Efflux pump mplx	0.0	0.1	0.1	0.1	-0.1	-0.1

[25] Cc1ccc(NC(=O)C2CCN(S(=O)(=O)c3c(C)[nH]c(=O)[nH]c3=O)CC2)cc1
[26] Cc1ccccc1NC(=O)Cc1nc(COC(=O)c2cc([N+](=O)[O-])ccc2N)cs1
[27] O=C1N(CN2CCN(Cc3ccccc3)CC2)c2ccccc2C12OCCCO2
[28] C=CCNC(=S)N1CCC(C(N)=O)CC1
[29] O=C(Cn1ccsc1=NC(=O)C(F)(F)F)c1ccccc1
[30] O=C(c1ccc2nc(-c3ccco3)c(-c3ccco3)nc2c1)N1CCN(c2ncccn2)CC1
entry no.	25	26	27	28	29	30
AGP1-GFP MLPCN	101.3	83.2	100.9	90.4	80.2	108.4
RPL19A-GFP yeast	96.8	91.6	95.7	104.6	x	97.4
CR mimetic SO	103.0	100.6	93.2	85.5	81.0	100.7
LAP4-GFP MLPCN	96.2	85.1	96.2	90.1	97.5	78.3
CIT2 TOR yeast	97.0	95.2	98.9	97.0	113.0	91.5
MEP2 TOR yeast	102.3	85.1	94.9	99.7	89.0	97.9
AHR act	-1.8	-0.2	12.9	-0.7	11.1	7.9
Efflux pump mplx	0.0	-0.1	0.1	0.0	0.1	-0.1

[31] COc1ccc(CNC(=O)c2cccnc2)cc1
[32] NS(=O)(=O)c1cccc(NC(=O)CSc2nnc(C3CC3)n2-c2ccccc2)c1
[33] CC(C)(C)n1nnnc1SCC(=O)Nc1nn(-c2ccccc2)nc1C(N)=O
[34] NS(=O)(=O)c1ccc(CCNC(=O)CSc2ccc3ccccc3c2)cc1
[35] COc1ccc(C(=O)N2CC(=O)Nc3ccccc32)cc1S(=O)(=O)N1CCOCC1
[36] O=C(O)c1cccnc1
entry no.	31	32	33	34	35	36
AGP1-GFP MLPCN	105.1	94.9	104.3	101.2	96.3	89.6
RPL19A-GFP yeast	105.5	97.5	97.8	103.6	96.2	103.6
CR mimetic SO	96.1	85.9	101.5	109.7	100.4	114.4
LAP4-GFP MLPCN	99.5	91.4	95.9	101.2	105.6	129.2
CIT2 TOR yeast	105.7	109.0	97.6	117.2	95.9	81.2
MEP2 TOR yeast	113.0	101.1	90.5	109.7	102.0	100.4
AHR act	-0.4	-0.3	6.4	0.7	2.1	-3.5
Efflux pump mplx	-0.1	-0.1	0.0	-0.2	0.0	0.1

In a second layout: entries from further up.
#29 O=C(Cn1ccsc1=NC(=O)C(F)(F)F)c1ccccc1
- AGP1-GFP MLPCN: 80.2
- RPL19A-GFP yeast: x
- CR mimetic SO: 81.0
- LAP4-GFP MLPCN: 97.5
- CIT2 TOR yeast: 113.0
- MEP2 TOR yeast: 89.0
- AHR act: 11.1
- Efflux pump mplx: 0.1

#9 CC(C)c1ccc(/C=N/NC(=O)C(=O)NCCCN2CCOCC2)cc1
- AGP1-GFP MLPCN: 94.2
- RPL19A-GFP yeast: 101.1
- CR mimetic SO: 94.1
- LAP4-GFP MLPCN: 90.9
- CIT2 TOR yeast: 94.7
- MEP2 TOR yeast: 89.4
- AHR act: 0.7
- Efflux pump mplx: 0.1

#22 COCCCn1c2nc3ccccc3nc2c2c(=O)n(-c3ccccc3OC)c(C)nc21
- AGP1-GFP MLPCN: 105.1
- RPL19A-GFP yeast: 101.9
- CR mimetic SO: 119.6
- LAP4-GFP MLPCN: 96.3
- CIT2 TOR yeast: 89.7
- MEP2 TOR yeast: 100.6
- AHR act: -2.4
- Efflux pump mplx: 0.1

Next section
[37] COc1cc(C2=NOC(C(=O)Nc3ccc4c(c3)OCO4)C2)cc(OC)c1OC (stereo not drawn)
[38] COc1ccc(-c2nnc3ccc(SCC(=O)Nc4nccs4)nn23)cc1OC
[39] COc1ccc(C(=O)CN2C(=O)NC3(CCCc4ccccc43)C2=O)cc1 (stereo not drawn)
[40] CC1(C(=O)O)CCC(C(=O)Nc2ccccc2O)C1(C)C (stereo not drawn)
[41] CCCc1ccc(O)c(N=Cc2cc(Br)cc(OCC)c2O)c1
[42] Cc1noc(C)c1S(=O)(=O)N1CCCC(C(=O)N2CCC(C)CC2)C1 (stereo not drawn)
entry no.	37	38	39	40	41	42
AGP1-GFP MLPCN	101.2	99.1	100.4	106.5	94.8	104.7
RPL19A-GFP yeast	103.7	103.7	92.2	104.4	110.2	103.5
CR mimetic SO	98.0	98.7	88.3	99.2	77.1	101.9
LAP4-GFP MLPCN	108.0	89.7	97.6	106.2	91.4	100.8
CIT2 TOR yeast	92.0	101.8	95.4	100.6	118.6	102.9
MEP2 TOR yeast	105.3	97.1	93.8	103.1	110.7	102.6
AHR act	x	26.4	1.7	-1.0	7.6	0.6
Efflux pump mplx	-0.3	-0.1	-0.2	0.0	0.2	-0.1

[43] COc1ccc(CCn2c(-c3cccc([N+](=O)[O-])c3)nc3nc4ccccc4nc32)cc1OC
[44] O=C1CN(C(=O)COc2ccc(Br)cc2)c2ccccc2N1
[45] CCc1cc(=O)oc2cc3occ(-c4ccc(OC)c(F)c4)c3cc12
[46] CC1CCCCC1NC(=O)c1cn(C)c2ccc(S(=O)(=O)N3CCCC3)cc2c1=O (stereo not drawn)
[47] NS(=O)(=O)c1ccc(CNC(=O)CNC(=O)Cc2ccccc2)cc1
[48] COC(=O)CC1C(=O)NCCN1C(=O)CSc1nnnn1-c1ccc(OC)cc1 (stereo not drawn)
[49] CC1CCN(C(=O)C2CCN(C(=O)c3ccc(C(C)(C)C)cc3)CC2)CC1
[50] CC1=CC(=O)C=C/C1=C(/c1ccc(O)cc1C)c1ccccc1S(=O)(=O)O
[51] CCCCN(C1CCS(=O)(=O)C1)S(=O)(=O)c1cc(C)ccc1C (stereo not drawn)
entry no.	43	44	45	46	47	48	49	50	51
AGP1-GFP MLPCN	103.3	115.4	97.3	105.5	75.9	101.4	102.9	91.9	102.1
RPL19A-GFP yeast	106.5	112.8	102.5	113.2	92.5	99.3	105.5	95.6	94.8
CR mimetic SO	106.4	93.6	121.0	91.7	95.0	95.9	88.3	240.0	100.6
LAP4-GFP MLPCN	101.5	110.6	102.2	102.8	97.6	102.0	95.5	89.1	91.0
CIT2 TOR yeast	108.4	115.3	90.7	106.3	85.8	102.4	101.5	92.3	96.9
MEP2 TOR yeast	121.2	114.5	101.0	108.2	96.8	102.6	100.9	97.4	97.8
AHR act	5.0	8.7	26.0	0.4	-0.6	-0.9	-0.1	-0.9	0.2
Efflux pump mplx	-0.1	0.1	0.1	-0.1	0.3	-0.1	0.2	-0.1	0.2

Shown as a hit in AHR act, among the entries above:
cpd	Molecule	AGP1-GFP MLPCN	RPL19A-GFP yeast	LAP4-GFP MLPCN	CIT2 TOR yeast	MEP2 TOR yeast	AHR act	Efflux pump mplx
1	Cc1c(C(=O)NC2CCOC2)oc2c(F)cccc12 (stereo not drawn)	101.1	102.8	103.0	108.0	99.6	79.1*	-0.1
